# Source: PubChem (several laboratories)
# PMI inhibitors: MPI enzyme activity inhibition – biochemical, fluorescence intensity, coupled assay, primary screen (AID 1209); purified PMI enzyme, coupled fluorescence intensity; higher % means a stronger effect; one-dose inhibition, % at 20 µM; IC50 in µM for titrated hits; 0.42% of 190,000 active; in the data active means inhibition above about 50%;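 further: plate controls were DMSO vehicle for no effect and wells lacking substrate for full effect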
# Insulin prom up: MIN6 insulin promoter up-regulation; MIN6 insulin promoter-GFP reporter, high-content imaging; stronger effect = higher value; AID 1625; 0.3% of 190,000 active; z-score at 5 µM;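 active means z-score above 3 at 5 µM with at least 500 cells counted in the well; inconclusive means wells under 500 cells, flagged as cytotoxic or low count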
# MT stabilizer: stabilizes microtubules in HeLa cells. HeLa tubulin immunostaining HCS, 24 h; share of cells brighter than vehicle mean+2SD. AID 2205. 0.83% of 200,000 active. % tubulin-high responders, % at 10 µM;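 active means plate Z-score above 3 for both tubulin-high and condensed-nucleus cell shares, with cell loss under 80%, at 10 µM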;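 further: anti alpha tubulin signal scored within the nucleus-defined area of each cell; some results filed as inactive read as strong as hits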
# Hep lipid drop: hepatic lipid droplet formation modulation; 0.4% of 240,000 active; AML12 mouse hepatocytes, oleate lipid droplets, BODIPY imaging; inhibition, % at 6.5 µM;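 active means lipid droplet intensity inhibited by at least 50%, with more than 500 cells counted; inconclusive means wells with under 300 cells, treated as cytotoxic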
#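 Assay system: AML12 mouse liver cells | Compound: 6.5 µM single-point dosing | Schedule: Overnight exposure | Technique: Fluorescence imaging, 20x objective, two fields per well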
# TNAP activation fold: stimulation of alkaline phosphatase TNAP activity – biochemical, luminescent, no phosphate acceptor, uHTS, primary screen (AID 1001); 0.03% of 200,000 active; activation fold at 20 µM; hits with a dose series show EC50 in µM; purified TNAP, luminescent activation assay, no phosphate acceptor; higher activation fold means a stronger effect; in the data active means activation fold from about 3, or a potency from the dose series; inactive means the rest, 99 in 100 with activation fold below about 1.6; further: many of its hits are not listed in these tables
# T cell modulator: modulates CD8 T cell binding to vesicles; 2C CD8+ T cell-vesicle binding, flow cytometry; stronger effect = lower value; calls only at 7 µM; 0.068% of 330,000 active; AID 2052;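 active means response, share of CD8 T cells binding vesicles, and their 90th percentile fluorescence all below set limits, cut at about 80% in these data, passing the limit was not always enough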
#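 Material: 2C TCR transgenic mouse naive CD8+ T cells, MACS-purified. Also added: QL9-charged Drosophila Ld/ICAM-1/B7-1 vesicles. Timing: binding 1.5 h at 37 °C. Measured by: high-throughput flow cytometry with anti-B7-1 and anti-CD8 staining. Read-out: percent CD8+ FL2 mean versus row control. Controls: Unloaded micro-vesicles (low), QL9 vesicles with 0.7% DMSO (high).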
# Myeloid diff 2: promotes myeloid progenitor differentiation; ER-HoxA9 myeloid progenitors, lysozyme-GFP differentiation, flow cytometry; calls only at 10 µM; 1% of 360,000 active;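 active means normalized GFP-positive differentiation at or above the plate's own cutoff, the solvent-only control mean plus 3 SD; inconclusive means no clear call, values can overlap the other calls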;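 further: cells exposed to compound for four days before flow analysis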
# bCat nuc transl: alters nuclear translocation of beta-catenin in HeLa cells; immunofluorescence imaging; nuclear translocation activity, % at 5 µM; 0.3% of 190,000 active; AID 1665;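 active means nuclear translocation activity above 50% at 5 µM, with a well cell count of 50 or more; inconclusive means wells under 50 cells across six images, flagged as toxic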;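 further: per-cell ratio of nuclear to cytoplasmic median beta-catenin stain intensity; plate controls were DMSO negative control for no effect and GSK-3 inhibitor IX positive control for full effect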
#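 System: Human HeLa cells, endogenous beta-catenin | Compound dosing: 5 µM primary, 0.02–20 µM confirmation | Timing: 24 h compound exposure at 37°C, 5% CO2 | Measured by: Fluorescence imaging of beta-catenin antibody stain plus DAPI | Read-out basis: % activation of per-cell nuclear versus cytoplasmic median beta-catenin signal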
# Dynein cargo inh: blocks dynein driven cargo transport along microtubules; 3617.4 mouse cells, GR-EGFP nuclear translocation imaging; test concentration mostly 20 µM; stimulated with dexamethasone, 1 µM; stronger effect = lower value; z-score, hits read low; 0.47% of 220,000 active; AID 1381;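 active means plate z-score of nuclear minus cytoplasmic receptor signal below a set negative limit, without overly bright fluorescence or cell loss, cut at about -3.5 in these data, passing the limit was not always enough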;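 further: z-score of nuclear minus cytoplasmic ring GR-EGFP intensity difference per well; some compounds called inactive have numbers as strong as hits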
#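 Buffer or medium: tet-free, stripped-serum medium; Also added: dexamethasone, 1.0 µM final; Technique: high-content fluorescence imaging after fixation; Times: 48 h induction, 1 h compound, 30 min dex at 37 °C; Read-out: per-cell GR-EGFP intensity, nucleus versus surrounding cytoplasmic ring, well-averaged.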
# Dynein cargo inh cytoplasmic EGFP: further read-out of Dynein cargo inh, marked with its call; z-score; measured here: cytoplasmic GR-EGFP intensity; stronger effect = higher value
# Dynein cargo inh nuclear GR-EGFP: also measured in Dynein cargo inh; calls as there; z-score; measured here: nuclear GR-EGFP intensity;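 lower value marks the stronger effect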
# Dynein cargo inh cell count: further read-out of Dynein cargo inh, marked with its call; z-score; measured here: cell count per field
# Insulin prom up cell count: second read-out of Insulin prom up, no call of its own (marks repeat the call); cell count; measured here: cytotoxicity, nuclei count;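 total cells summed across four imaged fields per well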
# Hep lipid drop cells 6.5 µM: also measured in Hep lipid drop; calls as there; cell count; measured here: cell count, cytotoxicity flag;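 cells counted across two imaged fields per well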
# bCat nuc transl cell count 5 µM: also measured in bCat nuc transl; calls as there; cell count; measured here: cell count, cytotoxicity flag
# T cell modulator vesicle-bound %: second read-out of T cell modulator, no call of its own (marks repeat the call); double positive events, %; measured here: CD8+ vesicle-bound cell fraction;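 binding gate set so that unloaded-vesicle control wells show 10% double positive cells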
# MT stabilizer Hoechst-high %: also measured in MT stabilizer; calls as there; % Hoechst-high responders; measured here: nuclear condensation Hoechst responders;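 share of cells brighter than vehicle mean plus two SD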
# MT stabilizer cytotoxicity %: further read-out of MT stabilizer, marked with its call; toxicity, %; measured here: cytotoxicity by cell density;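 0% = mean cell density of plate MIN control wells and 100% = no cells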
# Myeloid diff 2 GFP+ MAC1+ %: second read-out of Myeloid diff 2, no call of its own (marks repeat the call); GFP+ MAC1+ double positive, %; measured here: differentiation confirmed by MAC1 staining
# Numbers without * were called inactive; i = inactive; ? = inconclusive; · = no result given.
SMILES,PMI inhibitors,Insulin prom up,Insulin prom up cell count,MT stabilizer,MT stabilizer Hoechst-high %,MT stabilizer cytotoxicity %,Hep lipid drop,Hep lipid drop cells 6.5 µM,TNAP activation fold,T cell modulator,T cell modulator vesicle-bound %,Myeloid diff 2,Myeloid diff 2 GFP+ MAC1+ %,bCat nuc transl,bCat nuc transl cell count 5 µM,Dynein cargo inh,Dynein cargo inh cytoplasmic EGFP,Dynein cargo inh nuclear GR-EGFP,Dynein cargo inh cell count
O=C(C1CC1)N1N=C(c2ccncc2)CC1(O)C(F)(F)F (stereo not drawn),-4.0%,-0.09,1424,2.3,1.4,10.0,7.6,670,1,i,55.9,i,0.2,0.6,1471,0.129,-0.212,-0.252,0.18
O=C(NCc1cccnc1)Nc1cccc(NC(=O)NCc2cccnc2)c1,18.5%,-0.05,1265,4.3,2.1,3.3,0.8,733,1.1,i,39.9,i,2.0,·,·,-1.61,-0.24,-0.501,1.04
O=C(CSCc1ccc([N+](=O)[O-])cc1)NCCSCc1ccccc1,5.3%,0.21,1540,1.2,2.3,10.8,·,·,1,i,55.2,i,1.0,0.9,1300,0.303,-0.224,-0.0401,0.279
CC(=O)c1cccc(N(CC(=O)O)S(C)(=O)=O)c1,6.6%,-0.34,1725,3.5,1.6,1.0,-2.0,667,1,i,47.8,i,0.5,1.2,1044,-1.08,-0.216,-0.248,0.651
O=C1CSC(=NC(=O)c2ccccc2)N1,12.0%,0,1323,6.0,3.4,8.4,12.5,742,1.1,i,39.7,i,12.7,-0.6,1217,-0.998,-0.298,-0.5,0.564
CC(=O)c1ccc(NC(=S)N2CC(C)CC(C)C2)cc1 (stereo not drawn),2.5%,0.03,1358,4.5,2.8,10.2,4.3,631,1.1,i,46.7,i,0.6,0.3,1051,-0.473,-0.291,-0.275,1.88
Cc1cc(SCC(=O)Nc2cccnc2Cl)nc2ccccc12,-1.2%,-0.2,1391,3.5,2.7,9.6,7.8,695,1.1,i,36.5,i,0.8,-1.2,1025,1.31,-0.182,1.09,-1.36
c1ccc(OCCSc2nnc3sc4ccccc4n23)cc1,4.9%,-0.17,1603,1.9,1.6,10.7,·,·,1.2,i,14.6,i,16.5,-1.6,913,0.127,-0.191,0.168,0.0659
O=C(CSc1nc2ccccc2c(=O)n1-c1cccc(C(F)(F)F)c1)NC1CC1,-2.5%,-0.88,812,1.1,1.8,16.7,·,·,1.1,i,36.6,i,2.7,·,·,0.0695,-0.212,-0.242,0.125
Cc1ccccc1N=C/C=C1/C=C(c2ccccc2)OC(C)(C)O1,-17.7%,·,·,4.0,2.3,5.0,0.0,716,0.9,i,35.7,i,7.1,0.2,1049,0.213,0.0932,0.156,0.326
COc1cc(/C=C/C(=O)OC2CC3CCC2(C)C3(C)C)ccc1O (stereo not drawn),·,-0.94,1008,·,·,·,7.9,719,·,i,39.0,i,2.7,1.9,1195,-0.308,-0.58,0.25,-1.09
CCCCCCn1cnc2c(c1=O)c1nc3ccccc3nc1n2/N=C/c1ccco1,-1.9%,0.21,992,2.5,2.8,6.3,·,·,1.1,·,·,i,0.6,-1.2,1174,-0.618,-0.0982,-0.236,0.244
CN(C)C(=S)Nc1ccc(Cl)cc1,·,-0.17,1094,·,·,·,-19.4,665,·,i,7.6,i,0.7,0.6,1287,0.000154,-0.201,0.0316,-0.32
COc1cc(OC)c2ccc(=O)oc2c1C(CCN1CCCC(C)C1)c1ccc2c(c1)OCO2 (stereo not drawn),·,-0.59,956,·,·,·,5.7,821,·,i,52.8,i,0.4,-1.0,1192,-0.623,-0.826,-0.234,1.1
FC(F)(F)c1cnc(-c2cnc(-c3ccccn3)nc2)c(Cl)c1,0.0%,-0.24,1097,3.4,1.5,3.0,25.0,768,1.1,i,30.8,i,0.0,-6.7,1139,1.36,-0.221,0.709,-0.848
CN(C)c1ccc(/C=N/OC(=O)Nc2ccccc2Cl)cc1,0.7%,-0.61,1084,31.0*,24.3*,51.0*,?,·,1.1,i,54.6,i,0.8,0.4,1039,-0.358,-0.0838,-0.152,-0.0825
Cc1cc(Nc2cc(C)on2)n2ncnc2n1,2.9%,-1.85,1662,1.6,1.8,6.4,2.0,659,1.1,i,28.6,i,2.0,-1.6,1066,2.87,-0.19,1.34,-0.281
CCOC(=O)c1c(C2CC2)csc1NC(=O)COC(=O)CCS(=O)(=O)c1ccc(C)cc1,17.1%,0.05,1516,3.6,2.9,8.0,-1.7,631,1.1,i,55.8,i,0.6,-1.1,1105,4.65,-0.00299,2.17,-2.61
CCOC(=O)Cc1csc(NC(=O)c2cc(C)cc(C)c2)n1,13.5%,-1.03,1449,3.2,2.9,8.5,-23.4,730,1.1,i,53.3,i,0.2,0.0,1484,1.4,-0.274,0.818,-0.831
CC1(C)CC(=O)C(C=Nc2cccc(/N=C/C3=C(O)CC(C)(C)CC3=O)n2)=C(O)C1,-2.1%,-0.13,930,1.7,1.0,21.1,·,·,0.8,·,·,·,·,·,·,-0.169,-0.0306,-0.0797,-0.166
CC(=O)c1cn(CC(=O)Nc2cccc(C)c2C)c2ccccc12,2.3%,-1.38,824,2.6,2.1,6.7,-17.8,689,1.2,i,52.0,i,1.0,2.3,1061,1.17,-0.187,0.541,-0.858
COc1ccc(Br)cc1/C=N/Nc1ccc(Cl)c(C(=O)O)c1,-62.6%,-0.54,1225,4.0,3.3,5.8,-11.8,654,1.1,i,51.4,i,0.2,-1.2,1097,-0.709,-0.311,-0.0643,0.624
N/C(=N\OC(=O)C(c1ccccc1)c1ccccc1)c1cccnc1,0.5%,0.11,1574,1.6,1.5,4.7,·,·,1.1,i,11.3,i,5.1,-0.8,1350,1.54,-0.211,0.404,0.265
Cc1ccc(N(C(C)C(=O)O)S(=O)(=O)c2cccnc2)cc1 (stereo not drawn),-10.2%,0.97,943,2.4,3.0,2.4,·,·,1,i,62.6,i,1.6,·,·,-0.99,-0.195,-0.555,0.0951
Cc1[nH]c2ccccc2c1C(=O)C(=O)NCc1cccs1,-4.7%,0.4,1293,3.6,3.1,6.4,22.0,769,1.1,i,56.7,i,0.5,-2.3,1137,-0.0125,-0.37,-0.567,0.555
COc1cccc(C(C(=O)NC2CCCCC2)N(C(=O)c2cccs2)c2ccc3c(c2)OCO3)c1 (stereo not drawn),6.4%,-0.34,1258,7.1,1.2,7.3,-16.1,750,1.1,i,28.3,i,0.2,2.6,468,0.421,0.436,0.535,-1.95
CC1(C)CC(=O)C(C=NCCCO)=C(O)C1,2.3%,0.17,1155,5.3,2.3,20.5,·,·,1.2,·,·,i,10.2,-8.7,1012,4.58,-0.0453,2.52,-1.2
CCCCNC(=S)Nc1ccc2cn[nH]c2c1,6.0%,·,·,4.3,2.5,11.1,6.6,702,1.1,i,11.5,i,1.2,0.2,945,-0.122,-0.309,-0.208,0.354
Cc1cccc(-c2nsc(SCC(=O)Nc3nccs3)n2)c1,17.2%,-0.38,1595,2.2,1.6,4.5,·,·,1.1,i,16.6,i,1.5,-0.9,1388,-0.402,-0.215,0.0317,0.334
NC(=O)Cc1ccc(C(=O)c2ccc(Cl)cc2Cl)s1,-25.8%,0.37,1164,2.2,2.4,2.1,-11.9,694,1,i,28.4,i,0.3,-1.3,1151,-0.304,-0.239,-0.221,0.605
O=C(NC1CCCC1)C(c1cccs1)N(C(=O)c1ccno1)c1ccccc1 (stereo not drawn),7.5%,0.48,1658,2.8,1.2,5.2,11.8,690,1.1,i,33.3,i,0.6,-0.7,1085,0.314,-0.107,0.527,0.961
CCCNC(=S)Nc1ccc2nc(-c3ccccn3)c(-c3ccccn3)nc2c1,26.5%,-0.02,1611,0.8,1.3,10.3,·,·,1,i,28.8,i,1.0,-1.1,1320,-1.12,-0.145,-0.517,0.582
CSC(=Nc1ccccc1)Nc1ccccc1,·,0.62,1138,·,·,·,21.4,749,·,i,14.0,i,0.0,-0.2,1249,-0.00225,-0.255,0.0394,0.443
COC(=O)C1C(O)=C(C(C)=Nc2cccc3ccccc23)C(=O)CC1(C)C (stereo not drawn),·,-0.46,1386,·,·,·,-4.7,724,·,i,32.6,i,0.3,0.3,1271,0.0299,-0.201,-0.0517,-0.562
O=C(O)c1ccc(COc2ccc3ccccc3c2/C=C2/NC(=O)N(Cc3ccc(F)cc3)C2=O)cc1,25.3%,0.1,1353,2.1,2.7,6.6,-5.1,739,1,·,·,i,0.3,-0.5,1433,-0.107,-0.172,-0.0739,-0.781
COc1ccc(CC(=O)Nc2ccc(C(=O)Nc3nccs3)cc2)cc1OC,7.2%,0.73,1576,4.6,2.4,9.8,25.6,692,1.1,·,·,i,1.6,-1.9,1057,0.131,-0.33,-0.183,0.822
